Screens deposited in PubChem BioAssay by several laboratories.
MITF TRPM1 HTS = activators of MITF-driven TRPM1 promoter reporter, primary screen, cell-based, SK-MEL-5, luciferase, single point. SK-MEL-5 TRPM1-promoter luciferase, 24 h; % of positive control, neutral wells = 0. activation, % at 12.5 µM. hit rate 0.75% among 300,000;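 active = mean activation of at least 80% with every replicate also reaching 80%; inconclusive = mean reaches 80% but some replicate falls short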;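 also: 0% = neutral control wells and 100% = parthenolide positive control wells; values of inactives mirror those of a sister screen read the other way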
CDK5 p35 inh = inhibitors of human CDK5/p35 kinase, primary screen, biochemical, single concentration. Recombinant CDK5/p35, ADP-Glo luminescence, 60 min. inhibition, % at 10 µM. hit rate 0.01% among 330,000;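 active = highest replicate inhibition of at least 50% and at least 75% of replicates reaching 50%; inconclusive = only one of the two criteria met; inactive = both criteria failed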;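 also: plate controls were DMSO neutral control for no effect and GW8510 at 10 µM for full effect; many of its hits are not listed in these tables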
Target sequence (Q00535 whole entry, looked up): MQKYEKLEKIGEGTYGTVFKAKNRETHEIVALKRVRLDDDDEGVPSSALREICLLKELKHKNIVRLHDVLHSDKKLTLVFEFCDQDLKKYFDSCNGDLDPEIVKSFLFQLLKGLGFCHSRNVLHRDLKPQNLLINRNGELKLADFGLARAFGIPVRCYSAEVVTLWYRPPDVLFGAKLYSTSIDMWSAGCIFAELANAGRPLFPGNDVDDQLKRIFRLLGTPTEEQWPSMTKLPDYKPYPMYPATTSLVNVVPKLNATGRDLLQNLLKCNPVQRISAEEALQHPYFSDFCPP
Target sequence (Q15078 whole entry, looked up): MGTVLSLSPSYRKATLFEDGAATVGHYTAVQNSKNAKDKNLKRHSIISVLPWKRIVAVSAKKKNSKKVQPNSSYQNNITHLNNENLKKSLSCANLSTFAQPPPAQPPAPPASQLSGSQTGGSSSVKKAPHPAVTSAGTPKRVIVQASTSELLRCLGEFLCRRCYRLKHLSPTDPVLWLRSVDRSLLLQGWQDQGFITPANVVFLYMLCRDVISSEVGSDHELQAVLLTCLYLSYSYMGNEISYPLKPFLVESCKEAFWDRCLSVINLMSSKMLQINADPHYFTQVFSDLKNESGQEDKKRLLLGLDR
cardiac RTF act = cardiac RTF calcium sensitivity activators, primary screen, biochemical, IANBD-TnC fluorescence, EC20 calcium; IANBD-labeled TnC RTF fluorescence at EC20 calcium; 0% EC20 calcium, 100% full calcium; activation, % at 7.2 µM; hit rate 0.24% among 340,000;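 active = activation above the mean over all tested compounds plus 3 SD, cut at about 30% in these data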;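 also: rise in fluorescence read as greater calcium sensitivity of cardiac thin filaments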
dFosB activator = activators of delta FosB homodimer, primary screen, biochemical, fluorescence polarization, TAMRA-CDK5 oligo, single point; hit rate 0.99% among 340,000; purified delta FosB; percent of positive-control signal above neutral wells; activation, % at 25 µM; Protein FosB (Mus musculus), P13346;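 active = mean activation above about 17%, with every replicate also reaching it, limit read from the data, passing the limit was not always enough; inconclusive = only one of the two conditions met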;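 also: fluorescence polarization rise as delta FosB binds a TAMRA Cdk5 AP-1 oligo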
PvdQ acylase = P. aeruginosa PvdQ acylase inhibitors, primary screen, biochemical, fluorescence, plate reader and imaging, single point; AID 488965, 2010; hit rate 0.063% among 340,000; PvdQ acylase [Pseudomonas aeruginosa LESB58]; inhibition, % at 10 µM; purified PvdQ acylase; in the data active = inhibition above about 30%, passing the limit was not always enough; inconclusive = no clear call, values can overlap the other calls;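 also: 0% = vehicle neutral wells and 100% = reference inhibitor wells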
Rtt109 HAT inh = inhibitors of C. albicans Rtt109/Vps75 HAT, primary screen, biochemical, ThioGlo CoA-SH fluorescence, plate reader. Histone acetyltransferase RTT109 (Candida albicans (strain SC5314 / ATCC MYA-2876)), …. purified Rtt109/Vps75, 4 h. inhibition, % at 34.9 µM. hit rate 0.16% among 330,000;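 active = inhibition of at least 50% in every replicate; inconclusive = best replicate reaches 50% inhibition but some replicates fall short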
HTR5A ag = HTR5A agonists in luminescence cell assay, primary screen, counter-screen for OPRM1-OPRD1 heterodimer agonist project, full-deck HTS. 5-hydroxytryptamine receptor 5A (Homo sapiens), P47898. cell-based. activation, % at 9.3 µM. hit rate 0.61% among 340,000. AID 504692, 2011; in the data active = activation mostly above about 9.5%, no sharp cut-off; inactive = mostly below about 7.6%;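 also: 0% = cells with vehicle only and 100% = reference agonist; strong numbers were not always called active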
Target sequence (P47898 whole entry, looked up): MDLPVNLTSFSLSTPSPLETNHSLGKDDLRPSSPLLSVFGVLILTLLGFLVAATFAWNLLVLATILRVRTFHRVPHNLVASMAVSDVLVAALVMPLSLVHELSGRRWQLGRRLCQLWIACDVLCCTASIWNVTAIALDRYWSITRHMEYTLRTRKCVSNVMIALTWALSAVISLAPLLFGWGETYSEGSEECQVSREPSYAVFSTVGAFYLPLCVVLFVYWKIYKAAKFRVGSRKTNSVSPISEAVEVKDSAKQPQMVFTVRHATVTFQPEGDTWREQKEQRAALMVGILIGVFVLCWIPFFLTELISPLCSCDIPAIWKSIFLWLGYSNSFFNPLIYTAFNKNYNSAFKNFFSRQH
SR-BI uptake up = activators of SR-BI mediated DiI-HDL uptake, primary screen, ldlA[mSR-BI] CHO cells, DiI fluorescence. 3 h; 100 = double the neutral-control signal. activation, % at 12.5 µM. hit rate 0.096% among 320,000. AID 504775, 2011;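 active = mean replicate activation of at least 60% and every replicate at or above 60%; inconclusive = mean or all-replicate condition met, but not both; inactive = mean below 60% and not all replicates reaching 60%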;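 also: 0% = median plate neutral-control signal and 100% = twice that signal; values of inactives mirror those of a sister screen read the other way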
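System: LDL receptor-deficient CHO ldlA cells overexpressing murine SR-BI | Timing: 3 h uptake period with compound, 37 °C | Medium: HEPES-buffered (25 mM, pH 7.4) F12 plus 0.5% BSA | Dosing: Single-point compound dose | Signal: Bottom-read fluorescence, 550/595 nm | Read-out: Retained DiI signal reflecting DiI-HDL uptake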
SR-BI DiI inh = inhibitors of SR-BI mediated HDL lipid uptake, primary screen, ldlA[mSR-BI] cells, fluorescence, single point; AID 488896, 2010; ldlA[mSR-BI] CHO cells, DiI-HDL uptake fluorescence, 3 h; hit rate 0.96% among 320,000; inhibition, % at 12.5 µM;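 active = mean replicate inhibition of at least 70% and a set share of replicates each scoring 70 or more; inconclusive = meets just one of the two criteria; inactive = fails both criteria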;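 also: 0% = median of neutral control wells and 100% = median of positive control wells; values of inactives mirror those of a sister screen read the other way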
Wnt bcat act = Wnt/beta-catenin pathway activators, primary screen, cell-based, plate reader, single point. Wnt/beta-catenin reporter cell assay, activator. activation, % at 9.35 µM. hit rate 1.2% among 300,000. AID 743398, 2014; in the data active = activation above about 30%, passing the limit was not always enough; inconclusive = no clear call, values can overlap the other calls;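 also: 0% = neutral control wells and 100% = positive control wells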
* = called active by the depositor; u = inconclusive; x = not tested or not shown.

SMILES | MITF TRPM1 HTS | CDK5 p35 inh | cardiac RTF act | dFosB activator | PvdQ acylase | Rtt109 HAT inh | HTR5A ag | SR-BI uptake up | SR-BI DiI inh | Wnt bcat act
O=S(=O)(Nc1ccc(S(=O)(=O)N2CCCCC2)cc1)c1ccc(Br)s1 | x | -0.3 | -7 | -6 | -6 | 0 | 6 | -4 | 4 | 2
COc1cc2c(oc(=O)c3cc(C)cc(OC)c32)c2c(C3OC(C)C(O)C(C)(O)C3O)ccc(O)c12 (configuration not stated) | x | 0.8 | -10 | -19 | 0 | 2 | -1 | -4 | 4 | -2
CCOC(=O)CC1=C(C(=O)OCC)C(c2ccc(C)o2)C(C#N)=C(N)O1 (configuration not stated) | 3 | 0.3 | 9 | -2 | -3 | -5 | 2 | 10 | -10 | 0
Cc1ccc(NC(=S)N(Cc2cccs2)Cc2cc3cccc(C)c3[nH]c2=O)cc1 | 13 | -1.3 | 3 | 4 | -10 | -10 | 0 | x | x | x
CCOC(=O)C1CCN(c2cc3c(cc2NC(=O)c2ccccc2OCC)n(C)c(=O)n3C)CC1 | -8 | -3.9 | -3 | -20 | -14 | 7 | 5 | -33 | 33 | -2
Cc1nc2nc(-c3cccnc3)[nH]n2c(=O)c1C | -2 | 1.7 | -4 | -4 | 4 | 3 | -5 | 21 | -21 | x
CCOc1cc(CNn2cnnc2)cc(Cl)c1OCC(=O)NC(C)(C)C | x | -0.4 | 3 | -6 | 1 | u | 7 | 24 | -24 | 1
CSc1nnnn1CCn1nnnc1SC | -5 | -6.7 | 8 | -4 | -3 | -20 | 2 | 3 | -3 | x
COc1ccc(-c2nnc(SCC#N)o2)cc1 | 19 | 1.5 | -2 | 0 | -7 | 0 | 1 | x | -12 | 8
COc1ccc(CCN2CC(C(=O)N(C)CCc3cn[nH]c3)CCC2=O)cc1 (configuration not stated) | -7 | 0.7 | 2 | 8 | -9 | -3 | 0 | 16 | -16 | 2
COc1ccc(NS(=O)(=O)c2cn(C)cn2)cc1OC | -3 | 0.1 | -5 | 5 | -7 | -5 | 0 | 13 | -13 | -2
O=C(CCC(=O)Nc1ccc(Br)cc1)N/N=C/c1ccccc1O | -6 | 0.7 | 0 | 29* | -4 | 10 | -1 | 3 | -3 | 2
COc1ccccc1Nc1nc(N)nc(CSc2nnc(C)s2)n1 | -5 | 0.5 | 2 | u | 8 | -7 | -2 | 17 | -17 | 2
CC(=O)/C(C#N)=C1\NC(=O)C(Cc2ccccc2)S1 (configuration not stated) | -4 | -1.7 | -3 | -1 | 9 | 6 | -3 | -14 | 14 | x
CCC1Oc2ccccc2N(CC(=O)NCCc2ccc(OC)c(OC)c2)C1=O (configuration not stated) | 11 | 1.1 | 1 | -1 | -7 | -8 | 3 | 14 | -14 | -3
Cc1nc(C)n(C(C)CC(=O)O)n1 (configuration not stated) | -12 | 1.4 | -2 | -3 | 6 | 11 | -3 | 33 | -33 | 3
COc1ccccc1CNC(=O)Cn1cccc1 | -11 | -1.6 | -4 | 4 | -5 | -6 | 1 | x | -10 | -4
Cc1ccc(S(=O)(=O)NCCOc2nc(N3CCOCC3)nc(N3CCOCC3)n2)cc1 | -2 | -1.7 | 1 | -14 | -14 | -3 | -1 | 0 | 0 | -2
O=C(CS(=O)(=O)c1ccccc1)Nc1nc(-c2ccccc2)cs1 | -8 | 0.4 | -4 | -5 | 0 | 12 | 3 | x | x | x
CC(=O)Nc1ccc(C(=S)NCC2(N(C)C)CCCCC2)cc1 | 5 | 1.1 | 12 | 7 | -20 | -6 | 0 | 2 | -2 | 0
CCOC(=O)c1sc(NC(=O)Cc2c(F)cccc2Cl)nc1C | 29 | 1.9 | -3 | -28 | 5 | 19 | -5 | -28 | 28 | 4
N/C(=N\c1nc2ccccc2o1)NC(=O)C(Cc1ccccc1)N1C(=O)c2ccccc2C1=O (configuration not stated) | -3 | -0.6 | 7 | -2 | -19 | -1 | 2 | -27 | 27 | x
COc1ccc(/C=N/NC(=O)c2cccc(Br)c2)cc1Cn1cc(Cl)cn1 | -17 | 1.5 | 13 | 2 | -6 | 2 | 6 | -55 | 55 | -4
O=C1/C(=C\c2ccncc2)SC(=S)N1C1CCCCC1 | -6 | 1.9 | 8 | -3 | -22 | 0 | 6 | -18 | 18 | 13
COC(=O)c1ccc(N2CCN(C)CC2)c(NC(=O)c2sc3ccccc3c2Cl)c1 | x | -0.3 | -3 | -6 | -17 | 0 | 2 | -1 | 1 | -7
O=C(NC(=S)NCC1CCCO1)c1cccs1 (configuration not stated) | 4 | -3.4 | 12 | 1 | -8 | 0 | -1 | -4 | 4 | 2
O=C(Nc1ccccc1F)c1cc(C(=O)Nc2ccccc2F)cc([N+](=O)[O-])c1 | x | 1.3 | -5 | 12 | -2 | -5 | -4 | -23 | 23 | -1
CN(c1cccc(NS(=O)(=O)c2cccs2)c1)S(C)(=O)=O | x | 0.5 | 4 | 8 | -3 | -2 | 1 | 33 | -33 | -3
C=C(C)COc1ccc(-c2ncncc2-c2ccc(OC)cc2)c(O)c1 | 4 | -1.5 | -4 | -4 | 1 | -5 | 0 | -32 | 32 | 4
CCCN(CC(=O)Nc1ccc(F)c(F)c1F)Cc1cc(=O)n2ccsc2n1 | -6 | -0.3 | 4 | -10 | -14 | 6 | -1 | 12 | -12 | -2
CCOc1ccc(NC(=S)NNC(=S)Nc2cccc(C(F)(F)F)c2)cc1 | x | 1.7 | 0 | 3 | -8 | 3 | -1 | -93 | 93* | 6
CC(=O)Nc1ccccc1C(=O)N1CCN(Cc2ccc3c(c2)OCO3)CC1 | x | -4.1 | 2 | 3 | -18 | -6 | 3 | 43 | -43 | 0
CCOc1cc(C2NC(=O)NC(c3ccccc3)=C2C(C)=O)ccc1OCC(N)=O (configuration not stated) | -3 | 2.4 | -8 | 0 | 6 | 1 | 13 | -3 | 3 | x
CC1OC23CCCCC2C(C#N)(C(=N)O3)C1(C#N)C#N (configuration not stated) | x | -0.7 | 10 | -8 | -6 | -42 | 6 | 4 | -4 | x
CCOC(=O)C1CCCN(c2c(Nc3cc(C)cc(C)c3)c(=O)c2=O)C1 (configuration not stated) | -6 | 0.8 | -5 | -11 | -8 | -9 | 3 | 10 | -10 | -2
COCCNC(=O)CNC(=S)N(Cc1ccccc1)Cc1cccnc1 | 5 | 0.0 | 1 | -4 | -17 | 3 | 3 | 27 | -27 | -6
CC(OC(=O)CCCC(=O)Nc1ccccc1)C(=O)c1ccccc1 (configuration not stated) | -1 | -0.2 | 1 | -6 | -5 | -4 | -3 | x | x | 1
Cc1ccc(S(=O)(=O)N2CCN(c3ccc([N+](=O)[O-])c(Sc4nncn4C)c3)CC2)cc1 | -20 | -1.7 | -3 | 0 | -2 | 0 | 1 | -33 | 33 | -9
Cc1ccc(C)c(N2CCN(C(=S)Nc3ccc4nc(N5CCOCC5)cc(C)c4c3)CC2)c1 | 0 | -5.2 | -1 | 1 | -19 | -1 | -6 | -87 | 87* | 0
Cc1c(CCC(=O)NCCCn2ccnc2)c(=O)oc2cc3oc4c(c3cc12)CCCC4 | 10 | 3.0 | -4 | -1 | 11 | 10 | -1 | -26 | 26 | -1
CC(C)c1nnc(NC(=O)c2ccc3c(c2)OCO3)s1 | 6 | -0.6 | 6 | -5 | -10 | 10 | -3 | -4 | 4 | 1
COc1cc(Nc2cc(C)nc3nc(C)nn23)cc(OC)c1OC | -5 | 2.7 | 0 | 4 | -17 | 6 | -6 | 2 | -2 | 0
Cc1ccc(S(=O)(=O)N(CC(=O)O)c2ccc(Cl)c(C(F)(F)F)c2)cc1 | 9 | -0.6 | -3 | -11 | -11 | -15 | 0 | 10 | -10 | 1
Cc1ccc(S(=O)(=O)N2CCCCC2)cc1C(=O)N1CCCC1 | 3 | 0.6 | -4 | 5 | -4 | 6 | -1 | 8 | -8 | 1
COc1cccc(C(N)=O)c1 | x | 0.2 | 9 | -3 | 9 | 9 | 1 | -9 | 9 | -1
COc1ccc(-c2[nH]ncc2/C=N\NS(=O)(=O)c2ccccc2)cc1OC | x | 0.7 | -4 | -3 | -8 | -4 | 2 | 24 | -24 | 0
Cc1ccc(-c2cc(=O)c3ccc(F)cc3[nH]2)cc1 | 2 | -1.1 | 4 | 6 | -1 | -7 | 0 | 8 | -8 | 13
CCNc1nc(SCCOc2ccccc2)nc(N(C)C)n1 | 10 | -3.6 | 0 | -6 | 7 | -3 | 1 | -30 | 30 | -4
CC(C)Oc1ccc(C(CC(=O)NCc2ccco2)c2ccccc2)cc1 (configuration not stated) | -7 | -0.7 | 7 | -14 | -2 | 10 | 1 | 2 | -2 | 1
Cc1ccc2nc3c(cc2c1)CN(Cc1ccco1)C(=NCC1CCCO1)S3 (configuration not stated) | 9 | 0.1 | 8 | -11 | -10 | 1 | 2 | -51 | 51 | x
CCOc1ncccc1C(=O)OC(C)C(=O)NC(=O)NC1CCCCC1 (configuration not stated) | -8 | -0.4 | 0 | -3 | -7 | 0 | 3 | 9 | -9 | -1
CCOC(=O)C(=CNc1ccc(O)c(C(=O)OC)c1)C(=O)OCC | -18 | -0.9 | 3 | 0 | 3 | 8 | -2 | -15 | 15 | 3
CCc1ccc(CNC(=O)CCC(=O)N2Cc3cccc(OC)c3Oc3ncccc32)cc1 | 1 | 1.8 | -4 | -6 | -19 | -1 | -1 | -3 | 3 | -2
COc1ccc(CCC(=O)OCC(=O)Nc2ccccc2)cc1 | 6 | -1.3 | -3 | 1 | -6 | -1 | -5 | x | x | 4

Structures listed above that bear a hit mark in dFosB activator.
| SMILES | MITF TRPM1 HTS | CDK5 p35 inh | cardiac RTF act | dFosB activator | PvdQ acylase | Rtt109 HAT inh | SR-BI uptake up | SR-BI DiI inh | Wnt bcat act |
| --- | --- | --- | --- | --- | --- | --- | --- | --- | --- |
| O=C(CCC(=O)Nc1ccc(Br)cc1)N/N=C/c1ccccc1O | -6 | 0.7 | 0 | 29* | -4 | 10 | 3 | -3 | 2 |

Only HTR5A ag and SR-BI DiI inh, for 2 of the compounds above:
compound | HTR5A ag | SR-BI DiI inh
COc1ccc(-c2[nH]ncc2/C=N\NS(=O)(=O)c2ccccc2)cc1OC | 2 | -24
CC(C)Oc1ccc(C(CC(=O)NCc2ccco2)c2ccccc2)cc1 (configuration not stated) | 1 | -2
